Screens as filed in PubChem BioAssay.
A-T KAP1 phos – qHTS Assay for Identifying a Potential Treatment of Ataxia-Telangiectasia | […] A-T fibroblasts, KAP-1 phosphorylation AlphaLISA; neocarzinostatin DNA damage 30 min before lysis | 320,000 compounds, 0.19% hits | Potency, µM (doses to about 57.5 µM), inactives show top-dose activation, usual class: activators | AID 485349, 2010; further: potency means the concentration at half of the fitted maximal effect; % of control where 0% means no effect; nearly all actives have a fitted effect of over 45% in size
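ATM-like activity read as KAP-1 phosphorylation via AlphaLISA donor/acceptor antibody pairs after lysis and 6 hr at 25C. Cells were ATM-null patient fibroblasts ([…], hTERT), dosed 60 min, then exposed to the DSB inducer NCS for 30 min.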
Mito fusion act – qHTS Assay for Small Molecule Inhibitors of Mitochondrial Division or Activators of Mitochondrial Fusion; 320,000 compounds, 0.23% hits; Potency, µM (series often up to 46.1 µM), for the others: at the top dose growth rescue (activation), hits mostly activators; S. cerevisiae fusion-defective mutant growth rescue, CellTiterGlo 48 h;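 further: potency means the concentration at half of the fitted maximal effect; % of control where 0% means no effect; nearly all actives have a fitted effect of over 45% in size; temperature-sensitive fusion mutants such as fzo1-1 at 37 °C on non-fermentable ethanol glycerol medium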
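S. cerevisiae fusion-defective temperature-sensitive mutants (e.g. fzo1-1, mgm1-5) grown 48 h at 37C in YPEG (ethanol/glycerol non-fermentable) medium with 23 nl compound per well; growth rescue read as CellTiterGlo luminescence.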
Menin-MLL TR inh – qHTS Assay for Inhibitors Targeting the Menin-MLL Interaction in MLL Related Leukemias: Competition With Texas Red Labeled MLL-derived Mutant Peptide. O00255. Menin + Texas Red MLL mutant peptide, fluorescence polarization. Potency, µM (doses to about 61.6 µM), without a hit: at the highest dose FP activity change, negative = inhibition, usual class: inhibitors. 270,000 compounds, 0.23% hits. AID 1768, 2009; active means well fitted inhibition curve with a large enough effect in the polarisation, with a control signal flat, not every such curve was filed as active; inconclusive means small, poorly fitted or top-dose-only effect, or effect the other way, or a change in a side signal; inactive means no such curve, though single readings can be large or run the other way; the % refers to the polarisation; further: potency means the concentration at half of the fitted maximal effect; % of control where 0% means no effect; many of its hits are not listed in these tables
MBNL1 CUG block – qHTS Assay for Inhibitors of MBNL1-poly(CUG) RNA binding. Potency, µM (series often up to 57.5 µM), inactives show at the highest dose activity change, negative = inhibition, usual class: inhibitors. TR-FRET MBNL1-His/biotin-(CUG)12 binding, 665/545 ratio. Muscleblind-like protein 1 (Homo sapiens), Q9NR56. 280,000 compounds, 0.036% hits; active means well fitted inhibition curve with a large enough effect in the signal ratio, with a control signal flat, not every such curve was filed as active; inconclusive means small, poorly fitted or top-dose-only effect, or effect the other way, or a change in a side signal; inactive means no such curve, though single readings can be large or run the other way; the % refers to the signal ratio; further: potency means the concentration at half of the fitted maximal effect; on the % scale 0 is the no-effect control and ±100 the full control effect
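Ratiometric TR-FRET (665 over 545 nm, excitation 340 nm) tracks disruption of MBNL1-His/biotin-(CUG)12 complex after 60 min at room temperature, with compounds at 92 nM to 58 uM final.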
TSG101-PTAP inh – qHTS Assay for Iinhibitors of HIV-1 Budding by Blocking the Interaction of PTAP/TSG101 | Tumor susceptibility gene 101 protein (Homo sapiens), Q99816 | Fluorescence polarization, FITC-PTAP peptide / Tsg101 binding | Potency, µM (doses to about 115 µM), for the others: at the highest dose activity change, negative = inhibition, most hits filed as inhibitors | 340,000 tested, under 10 active; active means well fitted inhibition curve with a large enough effect in the main read-out, with a control signal flat, not every such curve was filed as active; inconclusive means small, poorly fitted or top-dose-only effect, or effect the other way, or a change in a side signal; inactive means no such curve, though single readings can be large or run the other way; further: potency means the concentration at half of the fitted maximal effect; % of control where 0% means no effect
Target sequence (Q99816 whole entry, looked up): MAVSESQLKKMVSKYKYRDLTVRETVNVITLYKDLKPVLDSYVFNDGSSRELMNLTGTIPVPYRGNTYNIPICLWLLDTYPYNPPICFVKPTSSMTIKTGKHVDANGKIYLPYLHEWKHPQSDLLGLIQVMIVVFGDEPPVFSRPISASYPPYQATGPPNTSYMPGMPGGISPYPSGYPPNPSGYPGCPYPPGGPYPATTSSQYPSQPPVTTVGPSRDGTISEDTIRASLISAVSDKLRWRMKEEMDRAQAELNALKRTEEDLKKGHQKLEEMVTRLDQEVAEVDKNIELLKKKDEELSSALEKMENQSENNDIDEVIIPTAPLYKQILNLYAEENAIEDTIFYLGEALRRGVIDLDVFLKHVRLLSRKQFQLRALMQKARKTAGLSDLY
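FP read-out: FITC-PTAP peptide, 50 nM final, binding Tsg101 binding domain, 10 uM final; 20 min, r.t.; 10 mM HEPES pH 7.5, 0.15 M NaCl, 0.01% Tween 20, 3 mM EDTA, 0.1 mM TCEP.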
TSHR antag – Antagonists of the Thyroid Stimulating Hormone Receptor: HTS campaign; 330,000 compounds, 0.2% hits; Thyrotropin receptor (Homo sapiens), P16473; TSHR-expressing cells, TSH-stimulated cAMP HTRF, 2 h; active compounds read low; activity change, negative = inhibition, % at 11.5 µM;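 active means activity change below a set negative limit, meaning inhibition stronger than a set level, cut at about -70% in these data; inconclusive means activity change between two set negative limits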; further: on the % scale 0 is the no-effect control and ±100 the full control effect
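Cell-based HTRF cAMP assay; TSHR cells + compound, TSH EC80 (4nM final), 2 h, 37 deg C. Lysis with anti-cAMP cryptate and cAMP-d2, 30 min RT, read 665/620 nm.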
MLL CXXC-DNA inh – qHTS Fluorescence Polarization Assay for Inhibitors of MLL CXXC domain - DNA interaction; 290,000 compounds, 0.037% hits; Potency, µM (series often up to 115 µM), for inactives: at the top dose activity change, negative = inhibition, actives largely listed as inhibitors; MLL-CXXC / FITC-HOXA9 DNA fluorescence polarization; active means well fitted inhibition curve with a large enough effect in the polarisation, with a control signal flat, not every such curve was filed as active; inconclusive means small, poorly fitted or top-dose-only effect, or effect the other way, or a change in a side signal; inactive means no such curve, though single readings can be large or run the other way; the % refers to the polarisation; further: potency means the concentration at half of the fitted maximal effect
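Fluorescence polarization: 7 uM MLL-CXXC (stock) preincubated 5 min with compounds, then 50 nM fluorescein-HOX-A9 DNA (stock) added; 30 min ambient. Buffer 50 mM Tris-HCl pH 7.5, 50 mM NaCl, 1 mM DTT, 0.05% BSA.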
TCR act – Activators of T cell receptors: qHTS campaign | 330,000 tested, under 10 active | primary human leukocytes, anti-CD3, IL-2 HTRF, 48 h | Potency, µM (series often up to 9.22 µM), inactives show top-dose activation of IL-2 secretion, actives largely listed as activators; further: % of control where 0% means no effect
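Primary human leukocytes incubated 48 hr with anti-CD3 beads plus compound, without co-stimulation. Secreted IL-2 measured by HTRF (europium cryptate/d2 anti-IL-2 pair, 320 nm excitation, 665 nm emission).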
Integrin act MD – qHTS for Activators of Integrin-Mediated Alleviation for Muscular Dystrophy | 350,000 compounds, 0.064% hits | alpha7betagal myoblasts, beta-gal FDG fluorescence, 48 h | Potency, µM (top dose mostly 38.3 µM), for the others: top-dose activation, actives largely listed as activators;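 further: potency means the concentration at half of the fitted maximal effect; 100% = response of the positive control SU9516; nearly all actives have a fitted effect of over 60% in size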
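Alpha7betagal+/- myoblasts (passage 13) were plated 16-24 hr, then exposed to compounds (1:260 dilution of DMSO stock) for 48 hours at 37C. After MPER lysis, β-galactosidase reporter activity was read as FDG fluorescence (ex 480/em 540) after 30 minutes.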
S-ASM inh – Inhibitors of Secretory Acid Sphingomyelinase (S-ASM): qHTS; Potency, µM (doses to about 57.5 µM), for inactives: at the highest dose activity change, negative = inhibition, most hits filed as inhibitors; placental ASM, HMU-PC fluorogenic substrate, 60 min; AID 504937, 2011; 340,000 compounds, 0.006% hits; Sphingomyelin phosphodiesterase (Homo sapiens), P17405; further: potency means the concentration at half of the fitted maximal effect
Target sequence (P17405 47-631 limits assumed): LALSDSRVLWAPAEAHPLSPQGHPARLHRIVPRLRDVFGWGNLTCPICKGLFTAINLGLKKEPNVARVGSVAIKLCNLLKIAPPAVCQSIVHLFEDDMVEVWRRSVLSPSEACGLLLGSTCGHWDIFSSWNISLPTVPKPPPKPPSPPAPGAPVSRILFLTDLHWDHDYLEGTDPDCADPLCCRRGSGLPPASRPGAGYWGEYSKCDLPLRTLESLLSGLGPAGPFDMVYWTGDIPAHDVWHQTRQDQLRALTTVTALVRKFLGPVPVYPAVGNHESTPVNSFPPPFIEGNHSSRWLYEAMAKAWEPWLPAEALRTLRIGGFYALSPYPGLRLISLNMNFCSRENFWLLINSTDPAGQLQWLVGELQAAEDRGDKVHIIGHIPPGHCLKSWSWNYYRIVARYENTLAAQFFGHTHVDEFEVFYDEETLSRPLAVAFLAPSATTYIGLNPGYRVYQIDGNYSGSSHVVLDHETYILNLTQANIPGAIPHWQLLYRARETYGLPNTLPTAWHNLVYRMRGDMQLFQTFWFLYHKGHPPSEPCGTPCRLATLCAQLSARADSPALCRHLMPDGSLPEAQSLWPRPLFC
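Human placenta-derived ASM enzyme was preincubated with compound for 10 minutes at room temperature, then given fluorogenic substrate HMU-PC0 (9 uM final) for 60 minutes at 37 °C; a pH 10 stop preceded fluorescence reading at Ex 386/Em 447 nm.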
The depositor's hits bear a star; ? = inconclusive; · = no result given; [ ] = another dose, or the depositor's remark. Unless noted, the call rests on the fitted dose curve; in most records, active means well fitted curve in the direction sought with a large enough effect; inconclusive means small, poorly fitted or top-dose-only effect, or another doubt; inactive means no such curve, though single readings can be large; an effect the other way counts as inactive or inconclusive.

item	mol	A-T KAP1 phos	Mito fusion act	Menin-MLL TR inh	MBNL1 CUG block	TSG101-PTAP inh	TSHR antag	MLL CXXC-DNA inh	TCR act	Integrin act MD	S-ASM inh
1	CCOC(=O)c1cnn(-c2cccc(Cl)c2)c1N	0%	4%	2%	1%	1%	-5	0%	6%	-13%	2%
2	Cc1ccc(C(=O)c2ccccc2C(=O)OCC(=O)NCC2CCCO2)cc1 (configuration not stated)	7%	-1%	2%	-5%	-1%	23	14%	-5%	-6%	1%
3	O=C(CSc1ccc(F)cc1)Nc1nnc(-c2ccco2)o1	2%	0%	·	·	-1%	-1	·	1%	6%	-4%
4	O=C(CCNS(=O)(=O)c1ccc(OC(F)(F)F)cc1)NC1CC1	-10%	·	·	·	0%	18	·	-5%[46.1 µM]	1%	4%
5	COc1ccc(CSc2nc3nc(C)cc(C)n3n2)cc1F	1%	10%	-9%	0%	-1%	7	10%	-24%	?	2%
6	O=C1CC/C=C\C[C@@H](CC(=O)N(CCO)Cc2ccccc2)C(=O)N[C@H](Cc2ccccc2)CO1	-8%	·	·	·	-9%	18	·	-7%	16%	0%
7	O=C(COc1ccccc1[N+](=O)[O-])N/N=C/c1ccc(O)c([N+](=O)[O-])c1	11%	0%	?	?	-5%	-4	-4%	6%	-19%	-6%
8	CC1CCC(NC(=O)COc2ccccc2C(N)=O)CC1 (configuration not stated)	-2%	9%	·	-5%	0%	18	-6%	-3%	0%	-1%
9	COC(=O)c1cc(-c2c(C)oc3cc(O)ccc3c2=O)c(C)o1	-9%	-3%	29%	-6%	-9%	1	4%	-4%[46.1 µM]	4%	40%[activator]
10	Cc1cc(Cl)cc(C)c1OCCn1ccnc1	2%	-23%	-21%	-3%	-2%	5	-20%	-6%	-18%	0%
11	NC(=O)CC(NC(=O)Cc1cccc2ccccc12)c1ccc(NC2CCCC2)c([N+](=O)[O-])c1 (configuration not stated)	·	·	·	·	0%	·	·	1%	-40%	13%
12	COc1ccccc1N1CCN(C(=O)c2cnn3cccnc23)CC1	-4%	-5%	-6%	-2%	·	1	0%	·	·	·
13	O=C1C(Cc2ccc(Br)cc2)SC(=Nc2ccccc2)N1c1ccccc1 (configuration not stated)	5%	19%	10%	-6%	-13%	-2	-9%	-4%[46.1 µM]	10%	-3%
14	Cc1onc(-c2ccccc2Cl)c1C(=O)NC(C)c1ccccc1 (configuration not stated)	7%	2%	10%	-5%	-2%	11	-8%	2%	-20%	-1%
15	CC(=O)c1ccc(OCCCC(=O)OCC(=O)Nc2ccc3[nH]c(=O)[nH]c3c2)cc1	2%	-3%	·	·	-1%	1	·	2%	-44%	-2%
16	O=C(CC1C(=O)NCCN1Cc1cccc(F)c1)NCCCOc1cccnc1 (configuration not stated)	1%	-1%	-15%	-5%	-2%	9	2%	-1%	-39%	4%
17	Cc1nc(N2CCOCC2)c2c(C)c(C(=O)Nc3ccccc3Cl)sc2n1	-4%	-1%	-22%	5%	-1%	6	16%	-4%	16%	12%
18	COc1ccc(-c2cc3c(=O)n(CC(=O)N4CCN(C)CC4)ncn3n2)cc1	4%	-3%	10%	-4%	-3%	12	·	-2%	13%	3%
19	O=C(O)/C=C\C(=O)Nc1ccc(OC(F)F)cc1	2%	-7%	24%	-9%	-2%	-4	-10%	2%	5%	-8%
20	Cc1cc2cc(CCNC(=O)c3ccc(Br)o3)c(=O)[nH]c2cc1C	-6%	-17%	-28%	-2%	1%	17	0%	-7%	-33%	-10%

Going on with the list:
item	mol	A-T KAP1 phos	Mito fusion act	Menin-MLL TR inh	MBNL1 CUG block	TSG101-PTAP inh	TSHR antag	MLL CXXC-DNA inh	TCR act	Integrin act MD	S-ASM inh
21	Cc1ccc(C)c(S(=O)(=O)N2CCN(C(=O)CCNS(=O)(=O)c3ccccc3)CC2)c1	-5%	-2%	-2%	-7%	-8%	4	3%	-18%	-13%	-5%
22	CCOC(=O)N1CCN(C(=O)CN(c2ccc(C)cc2)S(=O)(=O)c2c(C)noc2C)CC1	4%	-10%	0%	6%	-9%	3	10%	-3%	-20%	1%
23	COc1cccc(C(=O)NNC(=O)c2ccc(NS(=O)(=O)c3cccs3)cc2)c1OC	10%	-7%	·	·	-5%	·	·	2%	27%	6%
24	Cc1csc(SCC(=O)N(C)c2c(N)n(Cc3ccccc3)c(=O)[nH]c2=O)n1	3%	-5%	0%	-6%	-5%	2	-1%	-5%	13%	-3%
25	O=C1C2CCCCN2C(=O)N1CCCN1CCN(c2cccc(C(F)(F)F)c2)CC1 (configuration not stated)	·	·	·	·	0%	·	·	2%	-2%	5%
26	CCc1ccc(NC(=O)C(C)OC(=O)c2ccc(N3CCCC3)c([N+](=O)[O-])c2)cc1 (configuration not stated)	-4%	0%	10%	-8%	-6%	18	5%	0%[46.1 µM]	-26%	-16%
27	CCN(CC(=O)Nc1c(F)cccc1F)C(=O)c1cc(S(=O)(=O)N(CC)CC)ccc1N1CCCCC1	2%	3%	-9%	0%	-1%	2	14%	-1%	-3%	-2%
28	Cc1ccc(NC(=O)c2cc3c(CO)cnc(C)c3oc2=Nc2cccc(C(N)=O)c2)cc1	4%	1%	12%	11%	-1%	-7	1%	7%	42%	-4%
29	O=C(COC(=O)Cc1ccc(Cl)c(Cl)c1)Nc1ccc2[nH]c(=O)[nH]c2c1	3%	1%	·	·	2%	-2	·	-3%	0%	-2%
30	O=C(CNC(=O)c1cccs1)NCC(=O)OCc1ccc(Cl)cc1	12%	0%	6%	4%	-9%	-3	6%	0%	-3%	0%
31	CCOc1ccccc1-c1nc(C(N)=O)c2[nH]c(=O)n(-c3ccc(F)cc3)c2n1	11%	2%	6%	11%	1%	-1	17%	-8%	26%	100%[activator]
32	COc1ccccc1N(CC(=O)NCC1CCCO1)C(=O)Cn1nnc(-c2cccs2)n1 (configuration not stated)	-5%	-9%	-3%	19%	-3%	1	20%	-4%	25%	3%
33	COCCCNc1nc2c(c(=O)n(Cc3ccc(OC)cc3)c(=O)n2C)n1C	-7%	3%	4%	-15%	-5%	-11	-14%	-5%	-9%	-3%
34	CCCn1c(SCC(=O)Nc2c(CC)cccc2CC)nnc1C(C)C	1%	0%	7%	1%	-7%	-4	5%	2%	0%	14%
35	C[C@H](CO)N1C[C@H](C)[C@@H](CN(C)Cc2ccc(C(=O)O)cc2)Oc2c(NC(=O)c3ccncc3)cccc2C1=O	9%	·	·	·	-1%	-11	·	-5%	12%	-2%
36	CC(C)(C)c1ccc(OC(=O)CN2C(=O)C3C4CCC(C4)C3C2=O)cc1 (configuration not stated)	13%	6%	-9%	·	-4%	27	8%	4%[46.1 µM]	7%	-1%
37	Cc1ccc(C2=NC3(CCCCCC3)NC2=S)cc1	-11%	-4%	-15%	·	0%	10	-8%	0%[46.1 µM]	8%	2%
38	CCCONC(=O)Nc1ccccc1[N+](=O)[O-]	-5%	4%	3%	?	-4%	-5	?	0%[46.1 µM]	-16%	3%
39	CCC1=[N+](CC(=O)c2ccc(C)cc2)CCn2c(C)ccc21	-4%	0%	-10%	20%	1%	-5	1%	-2%[46.1 µM]	-47%[inhibitor]	42%[activator]
40	COC(=O)[C@H](Cc1ccccc1)NC(=O)N1CCCCC1C (some centres not stated)	19%	10%	-9%	-9%	-1%	-6	2%	1%	-32%[7.66 µM]	3%
41	COc1ccc(NC(=O)CSc2n[nH]c(C(C)C)n2)c([N+](=O)[O-])c1	16%	-4%	23%	?	2%	3	-7%	-6%	-34%	9%
42	Cc1onc(-c2c(Cl)cccc2Cl)c1C(=O)N(C)Cc1ccccc1	3%	2%	-14%	0%	-2%	-2	-17%	2%	-27%	-2%
43	CN(Cc1ccccc1)C(=O)c1cccc(NC(=O)Cc2cccc(NC(=O)C3CCN(C(=O)C4CC4)CC3)c2)c1	·	·	·	·	-2%	·	·	3%	31%	-5%

These rows are one share of the data; rates above refer to the full screens.
